SIRT5 inh = SIRT5 desuccinylase inhibitors, primary screen, biochemical, fluorescence imaging, single point, set 5. NAD-dependent protein deacylase sirtuin-5, mitochondrial (Homo sapiens), Q9NXA8. Purified SirT5, succinyl-peptide AMC, trypsin-coupled fluorescence. inhibition, % at 15 µM. actives 1.1% (n = 330,000). AID 652115, 2013; in the data active = inhibition above about 15%; inconclusive = no clear call, values can overlap the other calls
Target sequence (Q9NXA8 whole entry, looked up): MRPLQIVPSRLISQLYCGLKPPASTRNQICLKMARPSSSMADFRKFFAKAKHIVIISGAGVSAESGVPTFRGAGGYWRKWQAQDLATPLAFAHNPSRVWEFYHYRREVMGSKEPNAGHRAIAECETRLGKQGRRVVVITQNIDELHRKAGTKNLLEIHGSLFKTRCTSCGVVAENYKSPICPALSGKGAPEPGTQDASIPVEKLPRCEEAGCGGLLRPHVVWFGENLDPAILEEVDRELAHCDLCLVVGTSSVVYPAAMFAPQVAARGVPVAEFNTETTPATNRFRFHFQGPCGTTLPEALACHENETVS
LGR2 antag = inhibitors of bursicon-induced LGR2 CRE-luciferase signal, primary screen, cell-based, HEK293, CRE-luciferase reporter, bursicon stimulation; bursicon-stimulated, 4 h; inhibition, % at 9.99 µM; actives 0.35% (n = 380,000); AID 720647, 2013;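 active = drop in luminescence signal, shown as inhibition above about 50% in the replicate tests, limit read from the data, passing the limit was not always enough; inconclusive = probably only some replicates passing the limit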;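 note: agonist challenge used bursicon conditioned medium at about half maximal strength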
EWS-Fli inh = EWS/Fli-driven NR0B1 reporter inhibitors, primary screen, A673 cells, NR0B1 luciferase, luminescence, MLPCN library | inhibition, % at 12.6 µM | actives 0.67% (n = 350,000) | viability-normalised;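 active = mean inhibition of at least 50% after viability correction, with every replicate also passing that limit; inconclusive = mean reaches 50% but only one of two replicates passes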;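 note: firefly luciferase signal divided by Alamar Blue viability fluorescence both relative to DMSO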
PAX8 reporter = inhibitors of PAX8-driven TPO luciferase reporter, primary screen, RMG-I cells, single concentration; SteadyGlo, 24 h; inhibition, % at 12.6 µM; actives 1.2% (n = 360,000); AID 652154, 2013;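 active = mean replicate inhibition at least 60% with every replicate also reaching 60%; inconclusive = only one of the two criteria is met; inactive = mean below 60% and not all replicates reaching 60%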;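 note: luciferase light reporting Pax8 driven TPO promoter activity; plate controls were median of neutral control wells for no effect and mitoxantrone controls for full effect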
ARNT-TACC3 inh = disruptors of ARNT/TACC3 protein interaction, primary screen, biochemical, AlphaScreen, single concentration. AlphaScreen His-ARNT PAS-B/GST-TACC3 binding, luminescence; TACC3 fragment carries E629A point mutation. actives 0.66% (n = 390,000). inhibition, % at 9.99 µM. Transforming acidic coiled-coil-containing protein 3 (Homo sapiens), Q9Y6A5;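 active = mean inhibition of replicates at least 50% and at least half of replicates each reaching 50%; inconclusive = half or more replicates reach 50% but mean below 50%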;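 note: 0% = complete ARNT plus TACC3 wells and 100% = ARNT alone without TACC3; many hits fall short of the cut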
CASP6 VEID inh = human caspase-6 inhibitors, primary screen, biochemical, VEID-R110 fluorescence, single point, set 2; purified caspase-6, Z-VEID-R110 cleavage fluorescence; inhibition, % at 12.5 µM; actives 0.53% (n = 350,000);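 active = mean inhibition across replicates at least about 35%, with every replicate also reaching that limit, limit read from the data; inconclusive = only one of the two criteria met; inactive = neither criterion met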;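 note: 0% = median of neutral control wells and 100% = no fluorescence left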
Target sequence (P55212 24-179 limits assumed): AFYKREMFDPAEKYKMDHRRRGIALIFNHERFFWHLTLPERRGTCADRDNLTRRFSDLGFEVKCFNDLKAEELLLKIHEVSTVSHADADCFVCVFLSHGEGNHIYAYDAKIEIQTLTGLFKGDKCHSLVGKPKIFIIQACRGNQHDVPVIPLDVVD
Target sequence (P55212 194-293 limits assumed): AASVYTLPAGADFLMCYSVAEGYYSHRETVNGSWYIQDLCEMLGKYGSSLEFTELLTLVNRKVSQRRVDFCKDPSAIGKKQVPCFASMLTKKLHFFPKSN
DENV2 CPE = inhibitors of DENV2 cytopathic effect, primary screen, cell-based, plate reader, single concentration. actives 1.7% (n = 350,000). AID 651640, 2012. DENV2-infected cells, cytopathic effect rescue. CPE inhibition, % at 9.99 µM; in the data active = CPE inhibition above about 20%, passing the limit was not always enough; inconclusive = no clear call, values can overlap the other calls; tested in BHK-21 cells;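 note: 0% = median of neutral control wells and 100% = median of positive control wells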
An asterisk follows results filed as active; ? = inconclusive; · = not tested or not shown.

Compound	SIRT5 inh	LGR2 antag	EWS-Fli inh	PAX8 reporter	ARNT-TACC3 inh	CASP6 VEID inh	DENV2 CPE
C/C(=C/C(=O)O)C(=O)Nc1cccc(C(F)(F)F)c1	0	20	3	7	3	-1	1
O=C1C=C(c2cccc(Cl)c2O)C[C@@H](c2ccc(F)cc2)C1	3	3	-7	13	21	15	·
Cc1ccc(NC(=O)Cn2nnc(C(=O)NCc3cccs3)c2N)cc1Cl	-1	-12	0	-7	-13	1	-10
CCCc1nnc(NC(=O)CCS(=O)(=O)Cc2ccccc2)s1	-8	10	-2	-2	·	-2	-3
CC1(C(=O)Nc2ccc3c(c2)OCCO3)CN(S(C)(=O)=O)CC(=O)N1CCc1ccc(O)cc1 (configuration not stated)	3	-13	4	-2	·	3	-9
CN(C[C@@H]1[C@H](c2ccccc2)[C@@H](CO)N1C(=O)C1CC1)C(=O)c1ccccn1	·	7	3	-9	1	·	?
NC(c1ccccc1)c1csc(Nc2ccc(C(=O)NCCCO)cn2)n1 (configuration not stated)	6	-6	-1	-5	·	1	-4
CCOc1cccc(=O)c2c(C)oc(C)c12	-3	-4	4	·	12	4	5
C/C(CC(=O)NCc1ccc(F)cc1)=N\NC(N)=S	1	-11	1	-3	11	1	-3
COCC#Cc1cnc2c(c1)C(=O)N([C@@H](C)CO)C[C@H](C)[C@H](CN(C)S(=O)(=O)c1cn(C)cn1)O2	-1	12	-2	·	-7	-1	-6

Next section:
Compound	SIRT5 inh	LGR2 antag	EWS-Fli inh	PAX8 reporter	ARNT-TACC3 inh	CASP6 VEID inh	DENV2 CPE
O=S(=O)(N[C@H](CO)c1ccccc1)c1ccc(Br)cc1F	-15	-7	-1	3	-4	-2	0
Cc1ccnc(NS(=O)(=O)c2ccc(NS(=O)(=O)c3ccc(Br)cc3)cc2)n1	-12	15	·	-6	-5	4	4
O=C(CSc1ncc(C(F)(F)F)cc1Cl)N1CCN(S(=O)(=O)c2ccc(Cl)cc2)CC1	·	9	·	·	-2	0	·
C[C@@H]1CN([C@H](C)CO)C(=O)c2cccc(NC(=O)C3CC3)c2O[C@H]1CN(C)S(=O)(=O)c1ccccc1	-2	5	-8	1	6	0	8
C=CC(=O)N1C/C=C\C(c2ccc(OC)cc2)N(Cc2ccc(F)cc2)C(=O)C1 (configuration not stated)	·	4	4	26	-4	·	·
CCN(CC)CCCn1c2c(c(SCC(=O)Nc3cc(OC)cc(OC)c3)nc1=O)CCC2	-2	19	-2	4	4	-6	-2
COc1ccc(S(=O)(=O)N2CCOCC2)cc1C(=O)NCC(c1ccco1)N1CCCC1 (configuration not stated)	0	16	3	-2	11	-1	-2
COc1cccc(NC(=O)N(C)C[C@@H]2OCc3cnnn3CCCC(=O)N([C@H](C)CO)C[C@H]2C)c1	-2	0	-1	3	-11	1	-14
CSc1nc2nc3c(cc2c(=O)n1-c1ccccc1)COC(C)(C)C3	-1	0	5	4	4	0	5
Cc1ccc(-c2c[n+]3c(n2-c2ccccc2)CCC3)cc1	0	2	13	31	9	1	-3

More compounds.
Compound	SIRT5 inh	LGR2 antag	EWS-Fli inh	PAX8 reporter	ARNT-TACC3 inh	CASP6 VEID inh	DENV2 CPE
Cc1cc(Br)cn2c(Cc3ccccc3)c(-c3cccc(Br)c3)nc12	-5	29	-6	-7	·	-2	-8
CC(=O)NNC(=O)c1cc2sccc2s1	-7	-3	13	33	·	4	-5
Cc1ccc(S(=O)(=O)Nc2cccc3c2O[C@@H](CN(C)C(=O)Nc2c(C)noc2C)[C@@H](C)CN([C@@H](C)CO)C3=O)cc1	-4	-21	-9	-3	·	·	0
COCC(=O)Nc1ccc2c(c1)[C@@H]1C[C@H](CC(=O)NCc3ccc4c(c3)OCO4)O[C@H](CO)[C@@H]1O2	-3	-7	-3	-7	0	2	0
CCOc1cc(C2C(C(=O)c3ccco3)=C(O)C(=O)N2Cc2ccccc2)ccc1O (configuration not stated)	2	5	-2	-8	-2	0	-1
CC(C)Cc1nnc(NC(=O)C2CCN(C(=O)c3ccc(F)cc3)CC2)s1	-3	15	2	-33	-14	-2	-3
N#Cc1ccc(OCC(=O)OCC(=O)NC2CC2)cc1	8	3	-6	-23	-7	-1	-2
C/C(=N\Nc1cc(N2CCOCC2)ncn1)c1cccc([N+](=O)[O-])c1	-4	1	-10	6	·	0	·
Cc1ccc(S(=O)(=O)NN=C(c2ccccc2)c2cccs2)cc1	·	19	-2	-11	·	-5	0
COc1cc(NC(=S)NN2CCOCC2)cc(OC)c1	-4	1	·	·	·	-1	·

Next entries
Compound	SIRT5 inh	LGR2 antag	EWS-Fli inh	PAX8 reporter	ARNT-TACC3 inh	CASP6 VEID inh	DENV2 CPE
O=C(CNC(=O)c1ccco1)NCC(=O)OCc1ccccc1Cl	-1	-2	-6	1	1	2	1
CC(C)Cc1nnc(NC(=O)CN2C(=O)NC3(CCCC3)C2=O)s1	-5	-6	2	2	-5	-2	-5
CC(=O)NC(CC(=O)Nc1ccc2c(c1)OCCO2)c1ccccc1 (configuration not stated)	-3	-12	-59	-10	-12	2	?
O=c1[nH]c(SCc2ccc(OC(F)(F)F)cc2)nc2c1CCC2	-3	-4	-2	-15	·	-2	0
CC1CCN(Cc2cc(=O)oc3cc(O)c(Cl)cc23)CC1	-7	4	4	2	-1	6	-2
CN1[C@H](C(=O)NCC2CCCCC2)[C@@H](CO)[C@@H]2Cn3c(ccc(-c4cccnc4)c3=O)[C@@H]21	-5	18	-1	·	-2	2	-1
Cc1noc(C)c1S(=O)(=O)Nc1ccc2c(c1)CC(=O)N([C@@H](C)CO)C[C@H](C)[C@@H](CN(C)S(=O)(=O)c1ccc(Cl)cc1)O2	1	-5	-8	8	·	0	0
NS(=O)(=O)c1ccc(CCNC(=O)C2CCN(S(=O)(=O)c3ccc(Br)s3)CC2)cc1	-4	19	5	6	-10	3	?
CC12CCC(=O)C=C1CCC1C2CCC2(C)C1CC1C3C(=O)N(Cc4ccccc4)C(=O)C3CC(=O)C12 (configuration not stated)	·	25	2	10	0	-1	4
COc1ccc(CN(C)C[C@H]2OCCCC[C@@H](C)Oc3ccc(NC(=O)C4CCCCC4)cc3C(=O)N([C@H](C)CO)C[C@H]2C)cc1	9	-12	·	3	7	-1	-1

Following part:
Compound	SIRT5 inh	LGR2 antag	EWS-Fli inh	PAX8 reporter	ARNT-TACC3 inh	CASP6 VEID inh	DENV2 CPE
O=C(Nc1ccc(F)cc1)C1CCN(S(=O)(=O)c2cccs2)CC1	-4	-15	7	6	-9	-1	15
O=C(N/N=C/c1ccsc1)C1CC1	-3	2	4	-14	-1	1	6
Cc1cc(C)c2c(N)c(C(=O)NN)sc2n1	3	-4	-7	-55	3	0	1
C[C@H]1CN([C@@H](C)CO)C(=O)c2cccc(NC(=O)c3cnccn3)c2O[C@@H]1CN(C)Cc1ccc2c(c1)OCO2	-4	-2	-4	-4	-11	0	24*
C[C@H](CO)N1C[C@H](C)[C@H](CN(C)S(=O)(=O)c2ccc(F)cc2)Oc2ccc(NC(=O)Nc3cccc4ccccc34)cc2CC1=O	9	11	-4	-7	9	3	-10
Cc1ccc(S(=O)(=O)N/N=C2/CCCCC2C2CCCCC2)cc1[N+](=O)[O-] (configuration not stated)	·	-18	·	-4	-5	·	·
O=C(C1CCC1)N1CC[C@@H]2[C@H](CO)Nc3ccc(C#Cc4cccc(F)c4)cc3[C@@H]21	5	6	-3	-12	7	4	-12
COc1cccc(C(=O)N2CCC(C(=O)NCc3ccc(C)cc3)CC2)c1	-3	-13	1	-6	16	1	0
O=C1c2ccccc2-c2onc3c(N4CCN(CCO)CC4)cc(N4CCN(C(=O)c5ccco5)CC4)c1c23	-7	14	-2	21	14	-1	-7
CC(=O)Nc1ccc(S(=O)(=O)N2CCN(c3ccc(C)c(Cl)c3)CC2)cc1	-1	4	10	8	24	-3	2

Remaining list, next part
Compound	SIRT5 inh	LGR2 antag	EWS-Fli inh	PAX8 reporter	ARNT-TACC3 inh	CASP6 VEID inh	DENV2 CPE
CC(C)NC(=O)N1[C@@H](CO)[C@@H]2c3ccccc3N(C(=O)Nc3ccc(Cl)cc3)C[C@@H]21	0	-13	-21	-19	-2	-5	-3
O=C(CC(F)(F)F)N1C[C@@H]2[C@H](c3ccccc31)[C@H](CO)N2C(=O)c1cccnc1	-2	22	-12	7	-4	2	16
COc1cccc2c1OC1(N3CCOCC3)CCCCC1C2C[N+](=O)[O-] (configuration not stated)	·	-17	-6	4	·	0	0
O=c1cc(N2CCN(Cc3ccccc3)CC2)[nH]c(=O)n1-c1ccc(Br)cc1	·	4	0	12	-1	-5	1
COC(=O)c1ccc(CNC(=O)c2ccc3oc(C(C)C)nc3c2)cc1	0	-65	-86	-127	4	1	5
COc1ccc(O)c(C(=O)c2cc(C#N)c(=O)n(-c3ccc(Cl)cc3)c2)c1	-3	-31	-10	-15	1	3	-1
Cc1sc2ccccc2c1CNC[C@H]1O[C@@H](n2ccc(N)nc2=O)[C@H](O)[C@@H]1O	-2	10	-2	-8	·	1	-2
CCCC(=O)Nc1ccc2c(c1)C(=O)N(C)C[C@@H](OC)[C@@H](C)CN(Cc1ccccn1)[C@H](C)CO2	-7	-3	0	-6	2	-1	-3
CC(C)n1nc(C(=O)OCC(=O)NCCc2ccc(S(N)(=O)=O)cc2)c2ccccc2c1=O	-6	7	7	-11	-13	0	·
O=c1c2ccccc2ncn1CCCCOc1ccc(Br)cc1	-2	12	4	-8	-4	0	·

A draw from above in order of length of the SMILES, descending.
Compound	SIRT5 inh	LGR2 antag	EWS-Fli inh	PAX8 reporter	ARNT-TACC3 inh	CASP6 VEID inh	DENV2 CPE
CCCC(=O)Nc1ccc2c(c1)C(=O)N(C)C[C@@H](OC)[C@@H](C)CN(Cc1ccccn1)[C@H](C)CO2	-7	-3	0	-6	2	-1	-3
CC(C)NC(=O)N1[C@@H](CO)[C@@H]2c3ccccc3N(C(=O)Nc3ccc(Cl)cc3)C[C@@H]21	0	-13	-21	-19	-2	-5	-3
O=C1c2ccccc2-c2onc3c(N4CCN(CCO)CC4)cc(N4CCN(C(=O)c5ccco5)CC4)c1c23	-7	14	-2	21	14	-1	-7
O=C(CC(F)(F)F)N1C[C@@H]2[C@H](c3ccccc31)[C@H](CO)N2C(=O)c1cccnc1	-2	22	-12	7	-4	2	16
Cc1sc2ccccc2c1CNC[C@H]1O[C@@H](n2ccc(N)nc2=O)[C@H](O)[C@@H]1O	-2	10	-2	-8	·	1	-2
CC(C)n1nc(C(=O)OCC(=O)NCCc2ccc(S(N)(=O)=O)cc2)c2ccccc2c1=O	-6	7	7	-11	-13	0	·
COc1ccc(O)c(C(=O)c2cc(C#N)c(=O)n(-c3ccc(Cl)cc3)c2)c1	-3	-31	-10	-15	1	3	-1
O=c1cc(N2CCN(Cc3ccccc3)CC2)[nH]c(=O)n1-c1ccc(Br)cc1	·	4	0	12	-1	-5	1
COc1cccc2c1OC1(N3CCOCC3)CCCCC1C2C[N+](=O)[O-] (configuration not stated)	·	-17	-6	4	·	0	0
COC(=O)c1ccc(CNC(=O)c2ccc3oc(C(C)C)nc3c2)cc1	0	-65	-86	-127	4	1	5
O=c1c2ccccc2ncn1CCCCOc1ccc(Br)cc1	-2	12	4	-8	-4	0	·

(list continues)
Compound	SIRT5 inh	LGR2 antag	EWS-Fli inh	PAX8 reporter	ARNT-TACC3 inh	CASP6 VEID inh	DENV2 CPE
Cc1cc(=O)n2[nH]c(NCc3c(F)cccc3Cl)nc2n1	-5	47	-8	11	·	-1	2
Cc1cccc(NS(=O)(=O)c2c(C)noc2C)c1	-1	25	11	-38	0	0	-3
Cn1c(=O)n(Cc2ccc(Cl)cc2)c2ccccc21	0	-3	-1	·	-1	-4	·
O=C1C(NS(=O)(=O)c2ccc(Cl)cc2)=C(N2CCCCC2)C(=O)c2ccccc21	-3	8	1	2	31	7	3
NC(=O)CN1C(=O)C(O)(CC(=O)/C=C\C=C\c2ccccc2)c2ccccc21 (configuration not stated)	·	14	·	9	-3	·	·
